Wnt act: activates Wnt/beta-catenin signaling in a reporter cell assay; activator, plate reader; activation, % at 9.35 µM; 1.2% of 300,000 active; in the data active = activation above about 30%, passing the limit was not always enough; inconclusive = no clear call, values can overlap the other calls;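 note: 0% = neutral control wells and 100% = positive control wells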
SR-BI uptake up: enhances SR-BI lipid uptake from DiI-HDL; 0.096% of 320,000 active; CHO ldlA[mSR-BI] cells, DiI-HDL uptake fluorescence, 3 h; 100 = double the neutral-control signal; activation, % at 12.5 µM;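 active = mean replicate activation of at least 60% and every replicate at or above 60%; inconclusive = mean or all-replicate condition met, but not both; inactive = mean below 60% and not all replicates reaching 60%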;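 note: 0% = median plate neutral-control signal and 100% = twice that signal; values of inactives mirror those of a sister screen read the other way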
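system = CHO ldlA[mSR-BI] cells, LDL receptor-null, SR-BI overexpressing | medium = Ham's F12 with 0.5% BSA, HEPES 25 mM, pH 7.4 | probe or stimulus = DiI-HDL 10 µg/mL | compound dosing = single-point compound dose | incubation = compound exposure 3 h, 37 °C | technique = DiI fluorescence, bottom read | read-out = cell-associated DiI fluorescence as measure of HDL uptake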
CDK5 p35 inh: inhibitors of human CDK5/p35 kinase. Q00535+Q15078. 0.01% of 330,000 active. inhibition, % at 10 µM. Recombinant CDK5/p35, ADP-Glo luminescence, 60 min. AID 488839;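 active = highest replicate inhibition of at least 50% and at least 75% of replicates reaching 50%; inconclusive = only one of the two criteria met; inactive = both criteria failed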;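 note: plate controls were DMSO neutral control for no effect and GW8510 at 10 µM for full effect; many of its hits are not listed in these tables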
MITF act: MITF TRPM1 promoter activation in melanoma cells. SK-MEL-5 TRPM1-promoter luciferase, 24 h; % of positive control, neutral wells = 0. activation, % at 12.5 µM. 0.75% of 300,000 active;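 active = mean activation of at least 80% with every replicate also reaching 80%; inconclusive = mean reaches 80% but some replicate falls short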;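 note: 0% = neutral control wells and 100% = parthenolide positive control wells; values of inactives mirror those of a sister screen read the other way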
Rtt109 HAT inh: blocks Candida albicans Rtt109/Vps75 acetyltransferase activity; Q5AAJ8; purified Rtt109/Vps75, ThioGlo CoA-SH fluorescence, 4 h; inhibition, % at 34.9 µM; 0.16% of 330,000 active; AID 540336;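 active = inhibition of at least 50% in every replicate; inconclusive = best replicate reaches 50% inhibition but some replicates fall short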
PvdQ inh: P. aeruginosa PvdQ acylase inhibition; inhibition, % at 10 µM; purified PvdQ acylase, fluorescence plate reader; 0.063% of 340,000 active; in the data active = inhibition above about 30%, passing the limit was not always enough; inconclusive = no clear call, values can overlap the other calls;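 note: 0% = vehicle neutral wells and 100% = reference inhibitor wells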
HTR5A ag ctr: HTR5A agonism, opioid heterodimer counter-screen; HTR5A agonist assay, luminescence, cell-based; P47898; 0.61% of 340,000 active; activation, % at 9.3 µM; in the data active = activation mostly above about 9.5%, no sharp cut-off; inactive = mostly below about 7.6%;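 note: 0% = cells with vehicle only and 100% = reference agonist; strong numbers were not always called active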
SR-BI DiI inh: mouse SR-BI HDL lipid transfer inhibition | Q61009 | ldlA[mSR-BI] CHO cells, DiI-HDL uptake fluorescence, 3 h | inhibition, % at 12.5 µM | 0.96% of 320,000 active;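 active = mean replicate inhibition of at least 70% and a set share of replicates each scoring 70 or more; inconclusive = meets just one of the two criteria; inactive = fails both criteria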;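 note: 0% = median of neutral control wells and 100% = median of positive control wells; values of inactives mirror those of a sister screen read the other way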
Target sequence (Q61009 whole entry, looked up): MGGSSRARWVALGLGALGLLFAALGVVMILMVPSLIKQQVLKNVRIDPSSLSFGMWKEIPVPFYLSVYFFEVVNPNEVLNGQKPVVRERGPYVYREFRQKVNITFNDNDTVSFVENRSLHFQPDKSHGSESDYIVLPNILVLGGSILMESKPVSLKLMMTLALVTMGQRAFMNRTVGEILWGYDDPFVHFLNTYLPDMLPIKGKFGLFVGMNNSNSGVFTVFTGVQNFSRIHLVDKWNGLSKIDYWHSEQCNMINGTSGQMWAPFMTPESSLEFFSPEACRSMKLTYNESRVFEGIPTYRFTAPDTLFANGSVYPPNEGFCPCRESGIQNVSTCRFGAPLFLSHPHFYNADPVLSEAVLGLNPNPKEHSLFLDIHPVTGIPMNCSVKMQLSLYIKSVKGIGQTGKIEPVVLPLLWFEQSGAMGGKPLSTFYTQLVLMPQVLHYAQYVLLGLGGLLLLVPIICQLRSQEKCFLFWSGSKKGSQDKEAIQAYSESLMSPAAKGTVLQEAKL
dFosB activator: activators of mouse delta FosB homodimer. P13346. purified delta FosB, TAMRA-CDK5 oligo fluorescence polarization; percent of positive-control signal above neutral wells. activation, % at 25 µM. 0.99% of 340,000 active;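 active = mean activation above about 17%, with every replicate also reaching it, limit read from the data, passing the limit was not always enough; inconclusive = only one of the two conditions met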;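 note: fluorescence polarization rise as delta FosB binds a TAMRA Cdk5 AP-1 oligo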
Target sequence (P13346 whole entry, looked up): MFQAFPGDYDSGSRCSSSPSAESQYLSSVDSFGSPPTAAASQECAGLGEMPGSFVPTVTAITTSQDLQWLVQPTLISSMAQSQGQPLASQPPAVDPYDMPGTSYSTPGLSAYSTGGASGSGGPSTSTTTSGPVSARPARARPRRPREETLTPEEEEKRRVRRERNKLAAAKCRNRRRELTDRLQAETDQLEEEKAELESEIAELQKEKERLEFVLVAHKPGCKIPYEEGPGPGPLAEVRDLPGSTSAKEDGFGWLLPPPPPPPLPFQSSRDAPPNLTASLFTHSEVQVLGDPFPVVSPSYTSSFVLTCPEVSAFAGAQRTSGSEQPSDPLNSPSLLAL
RTF Ca sens act: cardiac RTF calcium sensitization; IANBD-labeled TnC RTF fluorescence at EC20 calcium; 0% EC20 calcium, 100% full calcium; activation, % at 7.2 µM; 0.24% of 340,000 active; AID 493008;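 active = activation above the mean over all tested compounds plus 3 SD, cut at about 30% in these data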;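 note: rise in fluorescence read as greater calcium sensitivity of cardiac thin filaments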
* marks the source's active call; other numbers are inactive results; u = inconclusive; x = not tested or not shown; & = joins results of further samples. Compounds as they come; about 4.4% have a hit in one of these screens.

SMILES	Wnt act	SR-BI uptake up	CDK5 p35 inh	MITF act	Rtt109 HAT inh	PvdQ inh	HTR5A ag ctr	SR-BI DiI inh	dFosB activator	RTF Ca sens act
CN(CC(=O)Nc1ccccc1C(F)(F)F)C(=O)CSCc1ccccc1	-3	-18	2.6	-3	25	4	0	18	-3	-4
Cc1noc(NS(=O)(=O)c2ccc(NC(=O)c3cccc(S(=O)(=O)N(C)c4ccccc4)c3)cc2)c1C	-4	8	-3.9	3	-2	-7	-2	-8	-9	1
CC1CCN(S(=O)(=O)c2c[nH]c(=O)[nH]c2=O)CC1	1	13	-2.2	-5	-2	-6	-3	-13	-3	3
Cc1ccc(SCC(=O)Nc2oc(C)c3c(C)n[nH]c(=O)c23)cc1C	2	4	-3.8	-2	0	-7	-6	-4	10	-4
CC(C)C(NS(=O)(=O)c1cccc2nsnc12)C(=O)Nc1nc2ccc(Cl)cc2s1 (configuration not stated)	-2	1	0.2	x	-4	4	-1	-1	u	1
CC1(C)N=C(N)N=C(N)N1CCCCc1ccccc1	-5	10	0.4	-40	-3	-10	1	-10	-6	-5
CCN(CC)CCCNC(=O)c1ccc(S(=O)(=O)Nc2ccc(C)c(C)c2)cc1	-4	12	-0.1	37	0	-9	-1	-12	-3	1
C[C@H](NC(=O)c1nc[nH]c1C(=O)NCCCCCNC(=O)OC(C)(C)C)c1ccccc1	-3	-18	1.7	-16	11	-7	1	18	-11	-11
Cc1ccccc1C(=O)Nc1ccc(Cl)cn1	x	-6	1.2	x	-4	-8	-3	6	7	-2
C=CC[C@@H](CC(=O)N[C@@H](CO)Cc1ccccc1)C(=O)N[C@H](COC(=O)[C@@H](CC=C)CC(=O)OC(C)(C)C)Cc1c[nH]c2ccccc12	-4	47	0.5	1	-3	4	-2	-47	-2	-5
COc1ccc(-c2nc(N)n(C(=O)c3ccco3)n2)cc1	2	-22	0.0	8	-2	-14	-5	22	-6	4
Cc1ccc(C(=O)NNC(=O)c2ccncc2)cc1[N+](=O)[O-]	3	24	0.5	2	4	-9	-3	-24	-3	-3
CCOCCCNC(=O)Cn1cnc2c(cnn2-c2ccc(C)c(C)c2)c1=O	0	8	3.1	-7	5	2	2	-8	-3	-5
COc1ccc(OC)c(NC(=O)CSc2nncc(=O)n2N)c1	-1	19	-0.1	-5	-10	16	2	-19	-1	3
C=CCn1c(SCC(=O)NCC2CCCO2)nc2c([nH]c3ccccc32)c1=O (configuration not stated)	-1	10	0.4	-23	9	-13	-1	-10	1	-3
CC(=O)C[C@H](O)CC(=O)[C@H]1OC(=O)CCCCC/C=C/Cc2ccccc21	-1	-4	1.3	10	6	5	5	4	-7	4
CC(=O)c1ccc(NC(=S)N2CCN(S(=O)(=O)c3ccc(F)cc3)CC2)cc1	-1	14	-0.7	-5	4	-2	1	-14	-11	-4
CCCN(CC(=O)Nc1ccccc1C)C(=O)c1ccc(-c2ccc([N+](=O)[O-])cc2)o1	-3	-29	-1.0	-14	4	1	1	29	-5	0
Cn1nccc1C(=O)Nc1ccc(OC(=O)c2ccnn2C)cc1	-4	-4	-2.2	-1	3	-20	-2	4	0	10
Cc1cc(S(=O)(=O)N2CCN(CC(=O)N(C)Cc3ccccc3)CC2)ccc1Br	-1	18	-0.2	0	11	-13	4	-18	-9	-3
NC(=O)c1ccc(C2SCC(=O)N2CCc2ccccc2)cc1 (configuration not stated)	-1	7	0.4	1	-5	-2	-4	-7	4	-3
COCCC(=O)N1CCC(Oc2ccc(C(=O)NCCc3cnn(C)c3)cc2)CC1	-1	14	-1.7	-5	1	1	1	-14	-8	-7
O=C(COC(=O)c1cc(Br)ccc1O)Nc1ccc2c(c1)OCO2	4	5	0.5	16	6	-11	2	-5	43*	0
COC(=O)c1ccc(S(=O)(=O)NNC(=O)c2ccc(S(=O)(=O)N3CCCCC3)cc2)cc1	x	20	1.3	-10	-5	14	2	-20	4	1
CCOc1ccc(/C=C/c2nc(C#N)c(NCCCOC)o2)cc1	-10	-63	-5.9	0	-3	-14	-3	63	-8	5
COc1ccc(Cl)cc1C(=O)Nc1ccc(N(C)C(C)=O)cc1	x	-25	0.3	12	-6	u	-7	25	-12	-2
CCN(CC)C(=O)CSc1nnc(CSc2ncccn2)n1C	1	18	0.7	5	-1	-14	4	-18	-4	-2
Cc1ccc(-c2onc(C)c2C)cc1S(=O)(=O)N1CC(C)Oc2ccccc21 (configuration not stated)	-12	-53	-0.5	-15	-3	-13	-1	53	-11	-1
CCOc1cc(-c2n[nH]c(=S)n2Cc2ccccc2)ccc1OC(F)F	-2	-10	2.3	-3	2	-15	1	10	-4	2
O=C1OCC2=C1C(c1ccc(F)cc1)CC(=O)N2c1ccccc1 (configuration not stated)	x	-10	1.0	7	2	-12	-5	10	-7	3
O=C1/C(=C/c2ccc([N+](=O)[O-])cc2)C=C(c2ccccc2)N1c1ccc(O)cc1	-2	-73	-1.6	-67	1	-4	-1	u	-12	0
O=C(NCCN1CCOCC1)C1CCC(=O)N1Cc1ccc(F)cc1 (configuration not stated)	-5	18	-1.0	-5	-1	-12	2	-18	2	1
CC(=O)Nc1cccc(NC(=O)CSc2ccc(-c3ccccn3)nn2)c1	0	-18	3.2	-8	3	7	-4	18	-14	-3
C=CCOC(=O)C1=C[C@H](c2cn(C(C)=O)c3ccccc23)C[C@H](OCc2ccc(CO)cc2)O1	-3	-7	0.3	1	1	10	9	7	-9	-2
Cc1noc(C)c1S(=O)(=O)Nc1ccc2c(c1)C(=O)N([C@H](C)CO)C[C@H](C)[C@@H](CN(C)C(=O)NC1CCCCC1)O2	0	2	-1.0	-8	9	7	1	-2	-3	-1
O=C(COc1ccccc1)Nc1ccccc1NS(=O)(=O)c1cccs1	-6	8	1.0	-8	x	-14	4	-8	-4	-3
CS(=O)(=O)NC1c2cccc3cccc(c23)C1Sc1nncn1/N=C/c1ccco1 (configuration not stated)	x	-15	0.1	-6	22	-8	3	15	-12	0
CC(=O)Nc1ccc(NC(=O)Cn2nc(C(=O)Nc3ccc(C)cc3)ccc2=O)cc1	-1	0	x	5	1	-12	3	0	u	-2
CS(=O)(=O)N1CCC(C(=O)Nc2ccc3c(c2)OCO3)CC1	-3	-10	0.4	1	-4	-17	5	10	3	5
COCCN1C(=O)C(CC(=O)Nc2ccc(C(C)=O)cc2)SC1=Nc1ccccc1 (configuration not stated)	0	7	-0.3&0.1	0&4	2&-6	-8&3	-1&-1	-7	-8&-6	0&3

Profiles, quoted from the list:
Cc1ccc(-c2onc(C)c2C)cc1S(=O)(=O)N1CC(C)Oc2ccccc21 (configuration not stated) reads Wnt act = -12; SR-BI uptake up = -53; CDK5 p35 inh = -0.5; MITF act = -15; Rtt109 HAT inh = -3; PvdQ inh = -13; HTR5A ag ctr = -1; SR-BI DiI inh = 53; dFosB activator = -11; RTF Ca sens act = -1
COCCN1C(=O)C(CC(=O)Nc2ccc(C(C)=O)cc2)SC1=Nc1ccccc1 (configuration not stated) reads Wnt act = 0; SR-BI uptake up = 7; CDK5 p35 inh = -0.3&0.1; MITF act = 0&4; Rtt109 HAT inh = 2&-6; PvdQ inh = -8&3; HTR5A ag ctr = -1&-1; SR-BI DiI inh = -7; dFosB activator = -8&-6; RTF Ca sens act = 0&3

Sorted by count of non-hydrogen atoms (lowest first): part of the list above
SMILES	Wnt act	SR-BI uptake up	CDK5 p35 inh	MITF act	Rtt109 HAT inh	PvdQ inh	HTR5A ag ctr	SR-BI DiI inh	dFosB activator	RTF Ca sens act
CCN(CC)C(=O)CSc1nnc(CSc2ncccn2)n1C	1	18	0.7	5	-1	-14	4	-18	-4	-2
CC(=O)Nc1cccc(NC(=O)CSc2ccc(-c3ccccn3)nn2)c1	0	-18	3.2	-8	3	7	-4	18	-14	-3
COCCC(=O)N1CCC(Oc2ccc(C(=O)NCCc3cnn(C)c3)cc2)CC1	-1	14	-1.7	-5	1	1	1	-14	-8	-7
CC(=O)Nc1ccc(NC(=O)Cn2nc(C(=O)Nc3ccc(C)cc3)ccc2=O)cc1	-1	0	x	5	1	-12	3	0	u	-2

Other structures follow.
SMILES	Wnt act	SR-BI uptake up	CDK5 p35 inh	MITF act	Rtt109 HAT inh	PvdQ inh	HTR5A ag ctr	SR-BI DiI inh	dFosB activator	RTF Ca sens act
CCOC(=O)c1c(CSCc2ccccc2)oc2ccc(O)c(CN(C)C)c12	-3	23	-1.1	-4	32	3	0	-23	0	0
Cc1cc(C)cc(NC(=O)c2ccccc2NC(=O)CCC(=O)O)c1	-2	-3	1.2	-7	-1	22	2	3	-6	3
O=C(NCc1ccccc1)C(c1ccccn1)N(C(=O)c1csnn1)c1ccccc1F (configuration not stated)	-10	x	0.5	-4	-6	-14	2	x	3	3
COc1ccc(CC(=O)OCC(=O)Nc2cc(Cl)ccc2C)cc1	-1	6	-0.2	4	4	-8	-1	-6	-7	-2
Cc1ccc2c(c1)C(=O)CC1(CCCCCC1)O2	-3	14	-1.8	-4	-2	16	4	-14	4	-3
COc1ccc(S(=O)(=O)N2CCC(n3cnc4cc(C(F)(F)F)ccc43)CC2)cc1	-5	2	1.8	x	7	0	5	-2	-4	-2

Bioassay records from PubChem BioAssay.
